# BAZ2B inh: BAZ2B (human) inhibition. Potency, µM (titrated, usually from 114 µM), without a hit: at the highest dose activity change, negative = inhibition, usual class: inhibitors. AID 504333. AlphaScreen BAZ2B-H3K14Ac peptide displacement. Q9UIF8. 360,000 tested, 4.4% active; further: on the % scale 0 is the no-effect control and ±100 the full control effect; nearly all actives have a fitted effect of over 60% in size
#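 Multi-concentration screen (max 110 uM) measuring displacement of acetylated histone H3 peptide from BAZ2B by AlphaScreen, using 50 nM protein, 50 nM peptide and 10 ug/mL streptavidin donor plus Ni-chelate acceptor beads.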
# POLI inh: DNA polymerase iota (human) inhibition | Q9UNA4 | Pol iota fluorescent replication assay, 10 min | Potency, µM (series often up to 115 µM), for inactives: top-dose activity, negative = inhibition, actives largely listed as inhibitors | 390,000 tested, 1% active
#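 Pol iota at 10 nM preincubated 15 min with compounds at room temperature; reaction started with fluorescent substrate, 50 nM final. Fluorescence read kinetically at 0 and 10 min; buffer-only wells as negative control.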
# JMJD2A Tudor: inhibitors of human JMJD2A Tudor domain | O75164 | AlphaScreen JMJD2A-Tudor / H3K4me3 peptide binding | Potency, µM (series often up to 114 µM), without a hit: top-dose activity change, negative = inhibition, usual class: inhibitors | 390,000 tested, 4.4% active; further: on the % scale 0 is the no-effect control and ±100 the full control effect; nearly all actives have a fitted effect of over 50% in size
# Tb PGK inh: inhibitors of T. brucei phosphoglycerate kinase | P07378 | PGK/GAPDH coupled, Kinase-Glo luminescence, 60 min | 380,000 tested, 0.043% active | Potency, µM (highest dose often 57.5 µM), for inactives: top-dose activity change, negative = inhibition, usual class: inhibitors; further: on the % scale 0 is the no-effect control and ±100 the full control effect; nearly all actives have a fitted effect of over 60% in size
#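 Recombinant glycosomal PGK reaction used 1,3-bisphosphoglycerate generated in-well by GAPDH (100nM final) in 100mM TEA pH 7.6, 5mM MgCl2, 0.01% Tween-20. After 60 minutes at room temperature, ATP was read by Kinase-Glo Plus luminescence end-point.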
# GLS inhibitor: glutaminase GLS (human) inhibition. GLS enzymatic activity, qHTS titration. Potency, µM (titrated, usually from 45.5 µM), without a hit: at the top dose activity change, negative = inhibition, hits mostly inhibitors. 410,000 tested, 0.21% active; further: on the % scale 0 is the no-effect control and ±100 the full control effect
# Target sequence (O94925 whole entry, looked up): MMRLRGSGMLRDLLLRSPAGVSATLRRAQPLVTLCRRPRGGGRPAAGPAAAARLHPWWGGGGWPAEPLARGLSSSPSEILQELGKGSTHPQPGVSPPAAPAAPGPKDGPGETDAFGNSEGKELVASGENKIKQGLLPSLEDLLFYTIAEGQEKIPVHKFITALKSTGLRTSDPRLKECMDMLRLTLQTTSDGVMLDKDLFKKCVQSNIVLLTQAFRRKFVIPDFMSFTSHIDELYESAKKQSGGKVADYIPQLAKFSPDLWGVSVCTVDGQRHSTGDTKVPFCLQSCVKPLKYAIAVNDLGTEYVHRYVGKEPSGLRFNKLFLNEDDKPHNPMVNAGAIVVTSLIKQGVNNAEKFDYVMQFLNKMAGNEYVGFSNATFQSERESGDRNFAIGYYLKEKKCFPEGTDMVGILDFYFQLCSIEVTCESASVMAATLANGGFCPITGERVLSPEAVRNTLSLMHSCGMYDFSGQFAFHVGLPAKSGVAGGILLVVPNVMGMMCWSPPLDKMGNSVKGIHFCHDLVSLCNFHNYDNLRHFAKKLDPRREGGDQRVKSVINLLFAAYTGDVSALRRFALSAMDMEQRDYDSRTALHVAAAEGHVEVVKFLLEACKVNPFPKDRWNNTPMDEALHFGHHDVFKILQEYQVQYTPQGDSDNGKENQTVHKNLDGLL
#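 Compounds were pin-transferred onto hKGA, after which L-glutamine (1 mM solution) and a detection mix of glutamate oxidase, HRP and Amplex Red were added. Initial and 30 min RT fluorescence reads were collected.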
# BLM inh: Bloom syndrome helicase (human) inhibition | P54132 | AID 2528 | 350,000 tested, 0.2% active | recombinant BLM DNA unwinding, fluorescence dequenching | Potency, µM (top dose mostly 56.1 µM), for inactives: at the highest dose activity change, negative = inhibition, hits mostly inhibitors;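 further: plate controls were vehicle for no effect and no enzyme for full effect; nearly all actives have a fitted effect of over 35% in size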
# G9a inh: G9a (human) methyltransferase inhibition; G9a H3K9 monomethylation, AlphaScreen, 2 h; Potency, µM (titrated, usually from 102 µM), without a hit: top-dose activity, negative = inhibition, actives largely listed as inhibitors; 350,000 tested, 8.8% active; further: on the % scale 0 is the no-effect control and ±100 the full control effect; nearly all actives have a fitted effect of over 75% in size
#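 Quantitative HTS format: methyltransferase activity on a biotin-tagged H3K9 peptide is measured by AlphaScreen, using a rabbit anti-monomethyl-H3K9 antibody with streptavidin donor and anti-IgG acceptor beads. Final levels are 20 nM enzyme, 500 nM peptide, 20 uM SAM; 2 h RT.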
# HP1b chromo inh: blocks HP1-beta chromodomain binding to methylated histone tails | Potency, µM (doses to about 114 µM), for inactives: top-dose activity change, negative = inhibition, usual class: inhibitors | P83916 | AlphaScreen HP1-beta / biotin-H3K9me3 peptide binding | 390,000 tested, 0.56% active; further: nearly all actives have a fitted effect of over 70% in size; inactives centre near 23
# Target sequence (P83916 whole entry, looked up): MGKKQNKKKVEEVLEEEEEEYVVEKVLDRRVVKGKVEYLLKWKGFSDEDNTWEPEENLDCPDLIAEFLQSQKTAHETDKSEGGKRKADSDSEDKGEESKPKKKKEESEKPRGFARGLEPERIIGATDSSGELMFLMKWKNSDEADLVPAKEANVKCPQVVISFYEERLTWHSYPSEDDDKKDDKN
#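 AlphaScreen: HP1-beta (50 nM) preformed 30 min with biotin-H3(1-18)K9me3 peptide (50 nM) in PBS pH 7.4, 0.01% Tween-20. Compound added for 30 min at RT, then streptavidin donor/nickel chelate acceptor beads (10 ug/mL) for 30 min.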
# Pin1 inhibitor: human Pin1 inhibition. Q13526. Pin1 FP peptide displacement, HiFluor488, 10 min. Potency, µM (highest dose often 115 µM), inactives show at the highest dose activity, negative = inhibition, usual class: inhibitors. 390,000 tested, 0.009% active. AID 504891; active means well fitted inhibition curve with a large enough effect in the polarisation, with a control signal flat, not every such curve was filed as active; inconclusive means small, poorly fitted or top-dose-only effect, or effect the other way, or a change in a side signal; inactive means no such curve, though single readings can be large or run the other way; the % refers to the polarisation; further: on the % scale 0 is the no-effect control and ±100 the full control effect
# Target sequence (Q13526 whole entry, looked up): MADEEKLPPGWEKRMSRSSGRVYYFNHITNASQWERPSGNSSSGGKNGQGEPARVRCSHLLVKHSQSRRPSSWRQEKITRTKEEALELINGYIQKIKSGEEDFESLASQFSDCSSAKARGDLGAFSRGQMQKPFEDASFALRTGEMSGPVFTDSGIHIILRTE
# Active calls of the source: *; i = inactive; ? = inconclusive; · = no result given; & = joins results of further samples; [ ] = dose if it differs, or a comment. Unless noted, the call rests on the fitted dose curve; in most records, active means well fitted curve in the direction sought with a large enough effect; inconclusive means small, poorly fitted or top-dose-only effect, or another doubt; inactive means no such curve, though single readings can be large; an effect the other way counts as inactive or inconclusive. Potency means the concentration at half of the fitted maximal effect.
SMILES,BAZ2B inh,POLI inh,JMJD2A Tudor,Tb PGK inh,GLS inhibitor,BLM inh,G9a inh,HP1b chromo inh,Pin1 inhibitor
CCN1C(=O)N[C@H](c2ccc(Br)cc2)C(C(C)=O)=C1C,3.3%,?,-22.0%,-8.8%,1.6%,-4.5%&-4.1%,44.7µM*,24.6%,20.1%
NC(=O)C1CCN(C(=O)c2ccc(Cl)c(S(=O)(=O)NCc3ccco3)c2)CC1,10.0%,15.1%,-9.1%,5.3%,1.5%,·,?,47.4%[activator],5.9%
Cc1nc2ncnn2c(N2CCN(C(=O)c3cccc(F)c3)CC2)c1Cc1ccccc1,-2.8%,-0.1%,-4.5%,-1.2%,-6.0%,1.0%,20.9%,46.2%[activator],-9.2%
Cc1ccc(C)c(OCCC(=O)OCC(=O)NNC(=O)c2ccccc2)c1,8.9%,-0.2%,-14.7%,-1.4%,-2.2%,·,9.2%[12.7 µM],48.7%[activator],-1.4%
COc1cccc(C(=O)OCC(=O)NCCCc2ccccc2)c1,0.0%,6.9%,-2.9%,i,-2.8%,-2.8%,-3.7%,36.7%[activator],-11.6%
CCCCOc1ccc(/C(O)=C2/C(=O)C(=O)N(CCCOC)C2c2ccncc2)cc1C (stereo unspecified),-0.8%,2.6%,?,4.0%,1.2%,-4.4%,7.2%[59 µM],11.5%,2.1%
Cc1cc(C)nc(N2CCC(C(=O)Nc3cccc(C(F)(F)F)c3)CC2)n1,-2.3%,8.8%,-34.1%,6.5%,-3.0%,-2.2%,17.8%[59 µM],20.3%,-1.2%
CC1CCN(C(=O)COC(=O)c2cc(Cl)cc(Cl)c2N)CC1,49.8%[activator],10.6%,51.3%[activator],1.1%,-1.2%,-4.8%,30.9%[activator],94.8%[activator],-8.6%
Cc1ccc(C)c(Cn2c3ccccc3c3cnn(CC(=O)NCCCc4ccccc4)c(=O)c32)c1,-35.7%,-24.2%,-2.3%,-1.2%,3.8%,-3.9%,-11.1%[59 µM],1.3%,1.5%
CCN(CC)c1nc2c(c(=O)[nH]c(=O)n2C)n1Cc1ccccc1Cl,-4.6%,16.3%,-13.6%,i,-0.2%,-0.8%,2.4%,31.7%,-0.4%

# Reprinted at random: three compounds from above, in no set order.
SMILES,BAZ2B inh,POLI inh,JMJD2A Tudor,Tb PGK inh,GLS inhibitor,BLM inh,G9a inh,HP1b chromo inh,Pin1 inhibitor
CC1CCN(C(=O)COC(=O)c2cc(Cl)cc(Cl)c2N)CC1,49.8%[activator],10.6%,51.3%[activator],1.1%,-1.2%,-4.8%,30.9%[activator],94.8%[activator],-8.6%
COc1cccc(C(=O)OCC(=O)NCCCc2ccccc2)c1,0.0%,6.9%,-2.9%,i,-2.8%,-2.8%,-3.7%,36.7%[activator],-11.6%
Cc1ccc(C)c(OCCC(=O)OCC(=O)NNC(=O)c2ccccc2)c1,8.9%,-0.2%,-14.7%,-1.4%,-2.2%,·,9.2%[12.7 µM],48.7%[activator],-1.4%

# The list goes on:
SMILES,BAZ2B inh,POLI inh,JMJD2A Tudor,Tb PGK inh,GLS inhibitor,BLM inh,G9a inh,HP1b chromo inh,Pin1 inhibitor
Cc1ccc(Cl)cc1N1CCN(S(=O)(=O)c2cccc(S(=O)(=O)N3CCCC3)c2)CC1,-3.8%,13.5%,-7.8%,-2.8%,6.2%,-6.4%,-11.9%[12.7 µM],24.8%,-0.8%
CCOc1cc(S(=O)(=O)N2CCN(Cc3ccccc3)CC2)ccc1Br,17.3%,-2.3%,-1.2%,-2.5%,-3.9%,-1.6%,-23.2%[59 µM],57.9%,-1.2%
COc1ccc(NC(=S)NC(=O)c2ccc3c(c2)OCCO3)cc1,·,?,?,-8.8%,23.4%,·,·,?,-9.5%
CCCCCCCCCCCCCCCC(=O)OC/C=C(C)/C=C/C=C(C)/C=C/C1=C(C)CCCC1(C)C,9.2%,28.6%,-18.4%,-8.2%,-5.1%&1.6%,6.7%,-4.4%[12.7 µM],38.6%,-7.9%
C=CCn1c(=O)c2c3c(sc2n2c(Nc4ccc(OC)cc4)nnc12)CCCC3,-24.7%,-4.2%,-6.0%,-5.0%,4.4%,-4.3%,-8.0%[12.7 µM],18.1%,-5.5%
CCOC(=O)c1ccc2nc(NC(=O)C(C)C)sc2c1,5.3%,1.4%,-16.6%,-0.4%,-7.4%,3.8%,0.4%[59 µM],40.4%[activator],-2.0%
CC(=O)c1cccc(NC(=O)c2nc(-c3ccccc3)n(-c3ccccc3C)n2)c1,-8.8%,-1.7%,-14.2%,-0.3%,-14.8%,-8.9%,-35.2%[59 µM],10.9%,37.7%[activator]
COc1ccc(C)cc1NC(=O)Nc1ccc(Br)cn1,5.4%,21.2%,-25.3%,3.6%,·,-5.2%,4.1%,24.9%,13.1%
COC(=O)C1=C(C)NC(C)=C(C(=O)OC)C1c1ccc(-c2cc(Cl)ccc2Cl)o1,-4.5%,144.4%[activator],-11.8%,-4.7%,-13.8%,-12.9%,17.8µM*,53.1%[activator],21.6%
NS(=O)(=O)c1ccc(CCNC(=O)CNC(=O)C2CCCCC2)cc1,10.3%,-9.9%,13.6%,-3.6%,2.0%,0.3%,9.9%[2.33 µM],23.4%,-5.5%
CN1CCN(c2nc(-c3cccnc3)nc3ccccc23)CC1,·,-21.0%,-3.2%,5.6%,11.7%,110.2%&83.4%[activator],-13.4%[59 µM],8.0%,-0.5%
COc1ccc(CC(=O)NCc2nnc(SCC(=O)Nc3nccs3)n2-c2ccccc2)cc1,8.0%,11.1%,-4.2%,i,-4.5%,-0.9%,-10.5%[59 µM],37.3%,-0.3%
Cc1[nH]c2ccccc2c1C(=O)C(=O)NCCCc1ccccc1,-19.6%,19.4%,-19.4%,i,-6.6%,-2.3%,37.3%,5.9%[57 µM],-1.3%
O=C(CCC(=O)N(CC(=O)NC1CCCCC1)Cc1cccs1)Nc1ccccn1,-23.3%,56.3%[activator],-10.0%,-6.2%,13.9%,-1.4%,12.9%[59 µM],16.6%,-5.9%
O=c1cc(CCl)nc2sc3ccccc3n12,50.1µM*,35.5µM*,50.1µM*,-8.3%,-21.2%,-10.5%,?,-14.0%,-1.5%
CSCC[C@H](NC(=O)OC(C)(C)C)c1nnc(SCC(N)=O)o1,6.3%,0.4%,-6.1%,-2.3%,8.2%,-0.9%,-12.5%,21.7%,-0.3%
Cc1cccc(OCC(O)Cn2c(=N)n(CCN3CCOCC3)c3ccccc32)c1 (stereo unspecified),-2.1%,4.0%,-7.2%,-7.2%,-0.7%,-11.0%,?,26.9%,-3.8%
Cn1c(CNC(=O)CNC(=O)c2ccc(C(C)(C)C)cc2)cc(=O)n(C)c1=O,-18.0%,24.3%,-3.4%,-3.7%,-3.8%,0.4%,-6.9%,25.4%,-9.9%
O=C(NCC(c1ccc(F)cc1)N1CCOCC1)c1ccccc1F (stereo unspecified),4.2%,11.0%,-7.6%,5.8%,7.3%,1.3%,14.5%,16.5%,-0.5%
Cc1ccc(N(C)S(=O)(=O)c2csc(C(N)=O)c2)cc1C,-1.0%,37.7%[activator],3.0%,1.9%,-4.7%,0.2%,1.7%,21.4%,0.2%
O=C(CSc1cc(Cl)ccc1Cl)NCCN1C(=O)CSC1=O,·,10.4%,-11.7%,-1.3%,-11.6%,·,·,12.1%[57 µM],-9.7%
CCN(CC)c1ccc(N=Cc2ccc(N(CC)CC)cc2O)cc1,17.8µM*,10.6%,39.8µM*,0.5%,-7.3%,-6.7%,?,?,?
COc1cc(SC)ccc1C(=O)N1CCCc2ccccc21,1.7%,4.1%,6.5%,-9.0%,2.9%,2.5%,·,53.3%[activator],4.2%
CCc1ccc(NC(=O)CN2C(=O)CC(c3ccccc3)Sc3ccccc32)cc1 (stereo unspecified),-4.8%,7.7%,-4.7%,10.3%,2.3%,-2.5%,-16.6%[59 µM],22.3%,-1.1%
CC(C)(C)OC(=O)NOCC(=O)N(CC(=O)c1ccccc1)Cc1ccccc1,9.5%,-2.1%,-5.0%,-2.3%,-3.0%,·,8.1%[2.33 µM],54.4%,-4.6%
COc1cccc(OC)c1OCCOc1ccc(C(=O)c2ccccc2)cc1,25.5%,3.9%,16.7%[57.1 µM],-1.0%,3.9%,-4.0%,39.0%[activator][59 µM],114.1%[activator],-0.4%
CCc1ccc(-c2nc(SCC(=O)N3CCOCC3)n[nH]2)cc1,8.5%,15.2%,1.6%,-0.2%,-4.5%,1.7%,-38.6%,31.1%,5.5%
CC(C)NC(=O)c1sc2nc(-c3cccs3)cc(-c3cccs3)c2c1N,21.8%,32.6%[activator],18.9%,-2.3%,-14.1%,-3.6%,?,79.8%[activator],?
O=C(Nc1cccc(S(=O)(=O)N2CCCCCC2)c1)c1cncc(Br)c1,·,75.2%[activator],?,-1.6%,1.5%,·,·,-15.1%,0.6%
CCOC(=O)N1CCc2c(sc3c2C(=O)NC(c2ccc(N(C)C)cc2)N3)C1 (stereo unspecified),?,10.3%,?,-0.2%,-15.8%,-21.6%,?,-14.5%,?
Cc1cc(N2CCN(S(=O)(=O)c3ccc4c(c3)OCCO4)CC2)n2ncnc2n1,-3.9%,-9.3%,-5.8%,0.3%,0.6%,2.7%,6.0%[59 µM],18.4%,-0.5%
CCOC(=O)N1CCC(NC(=O)CCc2c(C)nc3c(c(C)nn3-c3ccccc3)c2C)CC1,·,4.9%,-25.5%,1.0%,-1.3%,·,·,12.4%,-16.0%
Cc1ccc(-c2csc(NC(=O)C3=COCCO3)n2)cc1C,?,-7.1%,?,-0.2%,0.9%,·,56.2µM*,-35.1%,1.7%
Cc1cc(C)n(-c2ccc(C(=O)Nc3cccc(S(=O)(=O)N(C)C)c3)cc2)n1,-2.8%,-4.9%,2.1%,-4.6%,-10.2%,0.2%,-4.6%,21.7%,1.3%

# Quoted from the results shown, two compounds:
SMILES,BAZ2B inh,POLI inh,JMJD2A Tudor,Tb PGK inh,GLS inhibitor,BLM inh,G9a inh,HP1b chromo inh,Pin1 inhibitor
Cc1ccc(-c2csc(NC(=O)C3=COCCO3)n2)cc1C,?,-7.1%,?,-0.2%,0.9%,·,56.2µM*,-35.1%,1.7%
Cc1cc(C)n(-c2ccc(C(=O)Nc3cccc(S(=O)(=O)N(C)C)c3)cc2)n1,-2.8%,-4.9%,2.1%,-4.6%,-10.2%,0.2%,-4.6%,21.7%,1.3%

# From PubChem BioAssay

# These rows are one share of the data; the hit share may differ from the screen's.
